From PubChem BioAssay
Mito fusion yeast – qHTS Assay for Small Molecule Inhibitors of Mitochondrial Division or Activators of Mitochondrial Fusion; S. cerevisiae fusion-defective mutant growth rescue, CellTiterGlo 48 h; Potency, µM (titrated, usually from 46.1 µM), for the others: at the highest dose growth rescue (activation), actives largely listed as activators; 320,000 compounds, 0.23% hits;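 also: potency is read from the fitted curve at half-maximal effect; % of control where 0% means no effect; nearly all actives have a fitted effect of over 45% in size; temperature-sensitive fusion mutants such as fzo1-1 at 37 °C on non-fermentable ethanol glycerol medium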
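Luminescent cell viability in 1536-well qHTS format served as the measure of rescued growth in ts fusion-mutant S. cerevisiae cultured on non-fermentable YPEG for 48 hours at 37C.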
TSHR antagonist – Antagonists of the Thyroid Stimulating Hormone Receptor: HTS campaign; 330,000 compounds, 0.2% hits; activity change, negative = inhibition, % at 11.5 µM; AID 504810, 2011; Thyrotropin receptor (Homo sapiens), P16473; TSHR-expressing cells, TSH-stimulated cAMP HTRF, 2 h; stronger effect = lower value;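 active = activity change below a set negative limit, meaning inhibition stronger than a set level, cut at about -70% in these data; inconclusive = activity change between two set negative limits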; also: % is scaled to controls: 0 for no effect and ±100 for the full control effect
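Freshly harvested TSHR cells receive pin-tooled compound, then EC80 TSH at 4nM final. After 2 hours at 37 deg C, antibody in lysis buffer and cAMP-d2 are added; 30 minutes at ambient temperature precede the HTRF read.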
TRPV1 ag – HTS Assay for Compounds that Act as Agonists of the Vanilloid Receptor 1; Transient receptor potential cation channel subfamily V member 1 (Homo sapiens), Q8NER1; TRPV1-expressing cells, Fluo-8 calcium influx, agonist mode; activation, % at 8.33 µM; 320,000 compounds, 0.19% hits; AID 540275, 2011; in the data active = activation above about 80%; inconclusive = between about 30% and that limit; also: 0% is about no effect
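TRPV1-expressing cells were cultured overnight at 35.5C and loaded with Fluo-8 calcium dye for 40 to 90 min at room temperature. After a 10 s baseline, compound was added and calcium influx was read kinetically for 3 min (ex 480/em 520 nm).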
A-T KAP1 phos – qHTS Assay for Identifying a Potential Treatment of Ataxia-Telangiectasia; Potency, µM (highest dose often 57.5 µM), without a hit: top-dose activation, actives largely listed as activators; 320,000 compounds, 0.19% hits; […] A-T fibroblasts, KAP-1 phosphorylation AlphaLISA; neocarzinostatin DNA damage 30 min before lysis; also: potency is read from the fitted curve at half-maximal effect; % of control where 0% means no effect; nearly all actives have a fitted effect of over 45% in size
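hTERT-immortalized A-T patient fibroblasts ([…]), 500 cells/well in OPTI-MEM, 1% FBS, got compounds for 60 min, then NCS for 30 min at 37C. Lysates were then assayed for phospho-KAP-1 by AlphaLISA (anti-pKAP1 donor, anti-KAP1 acceptor beads), 6 hr at 25C.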
USP2a inh – qHTS Assay for Inhibitors of Ubiquitin-specific Protease USP2a Using CHOP2 as the Reporter. USP2 core, Ub-CHOP2 coupled fluorogenic reporter, 485/531. Potency, µM (series often up to 38.3 µM), for the others: at the top dose activity change, negative = inhibition, most hits filed as inhibitors. 330,000 compounds, 0.01% hits;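 also: potency is read from the fitted curve at half-maximal effect; plate controls were DMSO wells for no effect and full inhibition by NEM control for full effect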
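USP2 core (10nM final) preincubated 30min RT with compound in 20mM Tris-HCl pH 8.0, 2mM CaCl2, 2mM beta-mercaptoethanol, 0.05% CHAPS; 25nM Ub-CHOP2 plus 25nM reporter substrate added, fluorescence (Ex485/Em531) read after 60min.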
ELG1 DNA repair – qHTS screen for small molecules that inhibit ELG1-dependent DNA repair in human embryonic kidney (HEK293T) cells expressing luciferase-tagged ELG1 | Potency, µM (top dose mostly 46.1 µM), for the others: at the top dose activity change, negative = inhibition, most hits filed as inhibitors | HEK293T ELG1-luciferase reporter, luminescence, 16 h; DNA damage induced by 5-fluorouridine | 330,000 compounds, 2.3% hits | AID 504467, 2011; also: potency is read from the fitted curve at half-maximal effect; % is scaled to controls: 0 for no effect and ±100 for the full control effect; nearly all actives have a fitted effect of over 55% in size
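DMSO vehicle served as the neutral condition. Each well held 2,000 cells given 5-fluorouridine plus compound; after 16 hr at 37 °C/5% CO2, ONE-Glo was added and luciferase measured 30 min later.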
hERG WT inh – qHTS for Inhibitors of KCHN2 3.1: Wildtype qHTS; Voltage-gated inwardly rectifying potassium channel KCNH2 (Homo sapiens), Q12809; U2OS, BacMam KCNH2, thallium flux FluxOr; stronger effect = lower value; activity change, % at 1.84 µM; 340,000 compounds, 0.37% hits;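 active = maximum activity change below -70%; inconclusive = maximum activity change between -70% and -50%; inactive = maximum activity change above -50%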; also: % is scaled to controls: 0 for no effect and ±100 for the full control effect
Target sequence (Q12809 whole entry, looked up): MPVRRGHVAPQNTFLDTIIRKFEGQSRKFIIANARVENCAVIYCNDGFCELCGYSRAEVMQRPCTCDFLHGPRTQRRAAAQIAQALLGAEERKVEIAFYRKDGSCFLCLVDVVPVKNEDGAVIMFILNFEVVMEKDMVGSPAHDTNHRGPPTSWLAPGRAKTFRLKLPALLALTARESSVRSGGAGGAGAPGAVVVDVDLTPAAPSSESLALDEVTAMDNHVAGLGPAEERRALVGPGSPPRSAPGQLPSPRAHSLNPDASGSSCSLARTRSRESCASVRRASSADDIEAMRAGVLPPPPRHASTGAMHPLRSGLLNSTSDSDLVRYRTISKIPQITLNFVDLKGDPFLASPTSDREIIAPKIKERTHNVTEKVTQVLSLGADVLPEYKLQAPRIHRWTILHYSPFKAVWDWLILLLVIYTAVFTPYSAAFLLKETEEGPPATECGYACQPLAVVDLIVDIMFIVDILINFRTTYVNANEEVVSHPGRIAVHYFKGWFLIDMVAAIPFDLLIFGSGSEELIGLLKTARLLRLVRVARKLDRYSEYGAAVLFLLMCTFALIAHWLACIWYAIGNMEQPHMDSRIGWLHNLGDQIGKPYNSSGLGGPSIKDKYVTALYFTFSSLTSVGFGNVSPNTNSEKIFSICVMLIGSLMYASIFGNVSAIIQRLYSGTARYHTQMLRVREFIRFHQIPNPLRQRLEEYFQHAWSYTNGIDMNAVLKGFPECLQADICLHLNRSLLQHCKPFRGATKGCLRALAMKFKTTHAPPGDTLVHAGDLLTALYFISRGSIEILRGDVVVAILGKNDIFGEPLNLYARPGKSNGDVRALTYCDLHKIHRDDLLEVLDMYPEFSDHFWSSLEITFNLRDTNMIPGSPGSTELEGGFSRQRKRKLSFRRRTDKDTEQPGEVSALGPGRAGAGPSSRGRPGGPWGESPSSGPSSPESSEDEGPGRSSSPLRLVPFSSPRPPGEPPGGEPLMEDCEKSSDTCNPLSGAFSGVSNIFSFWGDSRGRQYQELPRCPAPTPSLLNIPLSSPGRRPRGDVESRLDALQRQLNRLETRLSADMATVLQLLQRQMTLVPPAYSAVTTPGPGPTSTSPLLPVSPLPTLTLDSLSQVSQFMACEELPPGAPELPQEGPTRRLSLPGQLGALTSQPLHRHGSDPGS
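U2OS cells were transduced with wild-type KCNH2 virus (2.03 x 10^8 / mL) for 4 h at room temperature, then cultured overnight at 37 C. Thallium flux was read with FluxOr dye. Rate constants were normalized to DMSO controls.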
KCNH2 3.1 block – qHTS for Inhibitors of KCHN2 3.1: Mutant qHTS | U2OS KCNH2 3.1, thallium flux FluxOr; stronger effect = lower value | Potassium voltage-gated channel subfamily H member 2, brain isoform KCNH2 3.1 (human) | activity change, % (tested at about 1.8 µM) | 340,000 compounds, 0.95% hits;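 active = maximum activity change below -70%; inconclusive = maximum activity change from -70% to -50%; inactive = maximum activity change above -50%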;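 also: thallium influx rate constant from kinetic fluorescence after stimulation buffer; % is scaled to controls: 0 for no effect and ±100 for the full control effect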
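We transduce U2OS cells with the mutant 3.1 virus, culture them overnight, load FluxOr with Red40 quencher for 45 min, then add stimulation buffer and read kinetically for 2 min to derive a normalized rate constant.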
TCR activator – Activators of T cell receptors: qHTS campaign; primary human leukocytes, anti-CD3, IL-2 HTRF, 48 h; Potency, µM (top dose mostly 9.22 µM), inactives show at the highest dose activation of IL-2 secretion, actives largely listed as activators; 330,000 tested, under 10 active; also: % of control where 0% means no effect
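Activity was scored as IL-2 release from primary human leukocytes given only a TCR signal (a-CD3 beads) plus compound for 48 hr. Detection used a two-antibody HTRF format read at 665nm.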
Eya2 inh – qHTS Assay for Inhibitors of the Phosphatase Activity of Eya2; 330,000 compounds, 0.006% hits; recombinant Eya2, OMFP fluorescence dephosphorylation (OMFP is methylfluorescein phosphate); Protein phosphatase EYA2 (Homo sapiens), O00167; Potency, µM (highest dose often 76.9 µM), inactives show at the highest dose activity, negative = inhibition, usual class: inhibitors; AID 488837, 2010; also: potency is read from the fitted curve at half-maximal effect; % is scaled to controls: 0 for no effect and ±100 for the full control effect
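Eya2 protein (added as 0.2 uM solution) was preincubated with compound for 10 min at ambient temperature in 50 mM HEPES pH 7.5, 50 mM NaCl, 5 uM MgCl2, 0.05% BSA, 1 mM DTT. OMFP (added at 50 uM) then reacted 10 min; fluorescence read at 485/525 nm.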
Active calls of the source: *; ? = inconclusive; . = no result given; [ ] = dose if it differs, or a comment. Unless noted, calls follow the shape of the dose curve; as a rule, active = well fitted curve in the direction sought with a large enough effect; inconclusive = small, poorly fitted or top-dose-only effect, or another doubt; inactive = no such curve, though single readings can be large; an effect the other way counts as inactive or inconclusive.

canonical_smiles | hERG WT inh | ELG1 DNA repair | Mito fusion yeast | Eya2 inh | A-T KAP1 phos | USP2a inh | TSHR antagonist | TRPV1 ag | KCNH2 3.1 block | TCR activator
COc1ccc(C2CC(c3ccccc3)=NN2C(=O)c2ccc(Cl)c([N+](=O)[O-])c2)cc1 (stereo not drawn) | 17 | -17% | 0% | 10% | -10% | -2% | -6 | 27 | -13 | 6%[46.1 µM]
Cc1cccc(NC(=O)c2cccc(N3C(=O)C4C5CCC(C5)C4C3=O)c2)c1C (stereo not drawn) | 7 | -2% | -2% | -6% | 7% | -1% | 7 | 4 | 14 | -1%
C=CCOCCN(C)C1=NS(=O)(=O)c2ccccc21 | -8 | 12% | 2% | 3% | 2% | -2% | 5 | 2 | -1 | 0%
COc1ccccc1OCCNC(=O)CN1C(=O)NC2(CCCC2)C1=O | 2 | 7% | -1% | 8% | 3% | 1% | 1 | -2 | -2 | 1%
O=C(CN1CCN(c2ccc(F)cc2)CC1)Nc1cc(C(F)(F)F)ccc1Cl | 4 | -8% | 16% | 3% | 10% | 0% | -4 | 3 | -2 | 3%
Cc1ccccc1C(=O)Nc1cccc(NC(=S)NC(=O)c2cccs2)c1 | -5 | ? | -5% | -15% | -6% | -3% | -1 | 2 | -1 | 10%
Cc1ccc(S(=O)(=O)N2[C@@H](c3ccc(F)cc3)C(C(=O)O)=CC[C@H]2c2ccc3c(c2)OCO3)cc1 | 10 | 4% | -1% | 0% | -4% | -3% | 0 | -3 | 5 | 1%
COc1ccc(-c2ccc3c(c2)S(=O)(=O)c2cccc(C(=O)NC[C@@H]4CCCO4)c2C3=O)cc1OC | -2 | ? | 1% | 2% | -5% | 0% | 83 | -7 | 16 | 4%
COc1ccc(C(OCC(O)CNCCc2ccc(S(N)(=O)=O)cc2)c2ccc(OC)cc2)cc1 (stereo not drawn) | -25 | 4% | 11% | 10% | 33% | 5% | 11 | 12 | ? | -5%
CCN(CC)CCCn1c(C)cc2c(c1=O)C(c1ccc(OC)c(OC)c1OC)C(C#N)=C(N)O2 (stereo not drawn) | -1 | 1% | 0% | 2% | 0% | -3% | 42 | -4 | -2 | 3%
COC(=O)/C=C1\S/C(=N/N=C/c2ccccc2)NC1=O | -10 | 20% | 3% | 9% | -4% | 2% | -25 | 1 | 5 | 4%[46.1 µM]
COc1ccc(C2C(C(=O)c3sc(C)nc3C)=C(O)C(=O)N2CCN(C)C)cc1OC (stereo not drawn) | -9 | 5% | -2% | 8% | -10% | -1% | 4 | -2 | -25 | -8%
Cc1cc(C)n2nc(C(=O)OCC(=O)N3CCC3)nc2n1 | -7 | 11% | 4% | -2% | 1% | -1% | 3 | 5 | -1 | 5%
CN(CCNC(=O)C1CC(=O)N(c2ccc(F)c(Cl)c2)C1)Cc1ccccc1 (stereo not drawn) | 27 | 10% | -1% | -2% | 1% | -1% | 37 | 6 | -14 | -7%
CCOc1cc(S(=O)(=O)n2c(C)nc3ccccc32)ccc1F | -3 | -2% | -4% | -2% | -2% | -1% | -11 | -1 | 5 | 1%
COc1ccc(OCc2nnc(NC(=O)Nc3ccccc3F)s2)cc1 | -1 | 3% | 4% | -1% | -41% | -6% | 5 | -1 | -8 | 8%
O=Cc1ccc(OC(=O)Cc2ccc(F)cc2)cc1 | . | -12% | 1% | 1% | 4% | 0% | 5 | -1 | . | .
c1ccc(CCCN2CCN(c3ccccc3)CC2)cc1 | 35 | 4% | -2% | -6% | -1% | 1% | -2 | 1 | -22 | .
CC(Oc1ccc(S(=O)(=O)N2CCCC2)cc1[N+](=O)[O-])C(=O)NC(C)c1ccccc1 (stereo not drawn) | 6 | -14% | -1% | 10% | 0% | 9% | 4 | 2 | 11 | 5%
Cc1ccc(/C=C/C2=NN(Cc3ccccc3)C(=O)CC2)cc1 | -2 | 2% | 0% | 3% | 6% | 0% | -13 | -1 | . | -5%

One compound at a time, as listed above. Order of screens: hERG WT inh | ELG1 DNA repair | Mito fusion yeast | Eya2 inh | A-T KAP1 phos | USP2a inh | TSHR antagonist | TRPV1 ag | KCNH2 3.1 block | TCR activator
CCN(CC)CCCn1c(C)cc2c(c1=O)C(c1ccc(OC)c(OC)c1OC)C(C#N)=C(N)O2 (stereo not drawn) is listed with -1 | 1% | 0% | 2% | 0% | -3% | 42 | -4 | -2 | 3%
COc1ccc(C2C(C(=O)c3sc(C)nc3C)=C(O)C(=O)N2CCN(C)C)cc1OC (stereo not drawn) is listed with -9 | 5% | -2% | 8% | -10% | -1% | 4 | -2 | -25 | -8%
O=Cc1ccc(OC(=O)Cc2ccc(F)cc2)cc1 is listed with . | -12% | 1% | 1% | 4% | 0% | 5 | -1 | . | .
CCOc1cc(S(=O)(=O)n2c(C)nc3ccccc32)ccc1F is listed with -3 | -2% | -4% | -2% | -2% | -1% | -11 | -1 | 5 | 1%
COC(=O)/C=C1\S/C(=N/N=C/c2ccccc2)NC1=O is listed with -10 | 20% | 3% | 9% | -4% | 2% | -25 | 1 | 5 | 4%[46.1 µM]

Other results
canonical_smiles | hERG WT inh | ELG1 DNA repair | Mito fusion yeast | Eya2 inh | A-T KAP1 phos | USP2a inh | TSHR antagonist | TRPV1 ag | KCNH2 3.1 block | TCR activator
CN(C)CC(=O)Nc1nc(-c2ccccc2)cs1 | 1 | 23% | 1% | 0% | . | 0% | -6 | 8 | 1 | 1%
CC(C)Oc1ccc(S(=O)(=O)N2CCOCC2)cc1NC(=O)C1CCCCC1 | 2 | 1% | -10% | -9% | -7% | -6% | -10 | ? | 19 | 3%
Cc1ccc(Cl)cc1NS(=O)(=O)c1cc2[nH]c(=O)c(=O)[nH]c2cc1C | 5 | 24% | 1% | 3% | -1% | 0% | 3 | 24 | 12 | -4%
O=C(CS(=O)(=O)c1ccccc1)Nc1ccc(S(=O)(=O)Nc2ncccn2)cc1 | -3 | 1% | 19% | 9% | 0% | -4% | -8 | -1 | -20 | -3%
Cc1ccc(-c2c(C)sc3ncn(CC(=O)N4CCOCC4)c(=O)c23)cc1C | 0 | 2% | 8% | -17% | -3% | 0% | 1 | 0 | 9 | 0%
S=C(Nc1ccccc1)N1CCCN1c1ccccc1 | -3 | 0% | -2% | 5% | 3% | -2% | 3 | 1 | 1 | 3%
Cc1cnc(C(=O)OCc2cc(=O)n3c(C)cccc3n2)cn1 | -7 | ? | . | -1% | 10% | 0% | -7 | . | -8 | 0%[46.1 µM]
COc1ccccc1CNC(=O)CCC(=O)N1CCOc2ccc(Cl)cc21 | -1 | -5% | 2% | ? | 14% | 0% | -2 | 11 | -3 | -10%
COCCCNC(=S)NNC(=O)c1cccnc1 | 0 | 6% | -1% | 1% | 1% | 9% | 7 | -1 | -4 | 0%
O=C(CCC1CCCN(C(=O)C2CCCC2)C1)NCc1ccc(F)c(F)c1 (stereo not drawn) | -3 | 9% | -2% | 4% | 3% | 0% | 15 | 27 | 1 | -5%
CCOC(=O)C1CCN(C(C)=C2C(=O)c3ccccc3C2=O)CC1 | 1 | 6% | 0% | -14% | -5% | 1% | 0 | -1 | 0 | -33%
N/C(=N\NC(=O)c1sccc1OCc1ccc(Cl)cc1Cl)c1ccccn1 | 10 | ? | -6% | -8% | 3% | -6% | 14 | 7 | 4 | -5%
COc1ccc(Cc2nnc(Nc3ccc(C)cc3)o2)cc1OC | -19 | ? | -2% | -13% | -3% | -3% | 5 | ? | -42 | 4%
Cc1ccc(OCC(=O)N2c3ccccc3CC2C)c([N+](=O)[O-])n1 (stereo not drawn) | 7 | 0% | 2% | -1% | 3% | 4% | -7 | 5 | 4 | -2%
COc1ccccc1N(CC(=O)NC1CCCCC1)C(=O)CCC(=O)Nc1nccs1 | -7 | -3% | -2% | 11% | 11% | -1% | -12 | 5 | 23 | 3%
O=C(Nc1nnc(-c2cccs2)o1)c1ccc(S(=O)(=O)N2CCOCC2)cc1 | -2 | 21µM* | 5% | -7% | 1% | 0% | 8 | 0 | -10 | -2%
Cc1ccc(C(=O)CSc2ccc(-c3ccncc3)nn2)cc1 | -13 | ? | -14% | 26% | -1% | 1% | -4 | ? | 0 | 11%
CC(NC(=O)Cc1c(F)cccc1Cl)C1CCCO1 (stereo not drawn) | -6 | -7% | 2% | 15% | . | -2% | -4 | -1 | 3 | -2%

Not all compounds are listed; rates above refer to the full screens.
